Assay outcomes as filed in PubChem.
tuberculosis growth: growth inhibition of non-replicating M. tuberculosis (AID 488890); inhibition, % at 25 µM; hits with a dose series show IC50 in µM; hit rate 0.39% among 320,000; Mycobacterium tuberculosis non-replicating, growth inhibition; higher % means a stronger effect; in the data active means a potency from the dose series; inconclusive means inhibition mostly from about 82% at the one dose, without a potency; inactive means the rest, 99 in 100 with inhibition below about 76%;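 further: plate controls were DMSO cells for no effect and high antibiotic wells for full effect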
Salmonella PhoP GFP: PhoP regulon inhibitors, Salmonella typhi PhoP promoter GFP reporter, confirmatory (AID 1850); hit rate 0.33% among 310,000; inhibition, % at 50 µM, or IC50 in µM where a hit was titrated; Salmonella Typhi PhoP-promoter GFP reporter, fluorescence, 4 h; higher % means a stronger effect; in the data active means a potency from the dose series; inconclusive means inhibition mostly from about 25% at the one dose, without a potency; inactive means the rest, 99 in 100 with inhibition below about 19%;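 further: 0% = induced wells with vehicle and 100% = uninduced wells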
M. tuberculosis HTS: M. tuberculosis growth inhibition, HTS (AID 449762); M. tuberculosis H37Rv growth inhibition, 7H9 media; higher % means a stronger effect; inhibition, % at 25 µM, or IC50 in µM where a hit was titrated; hit rate 0.59% among 330,000; in the data active means a potency from the dose series; inconclusive means inhibition above about 70% without an active follow-up result;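 further: bacterial growth assessed after seven days of incubation; strong numbers were not always called active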
influenza NS1A: NS1A inhibition, H1N1 influenza, cell based functional assay (AID 504329); hit rate 0.3% among 340,000; NS1A functional cell-based assay, percent inhibition; higher % means a stronger effect; inhibition, % at 12.5 µM, or IC50 in µM where a hit was titrated; in the data active means a potency from the dose series; inconclusive means inhibition above about 27% without an active follow-up result; further: strong numbers were not always called active
inhibitors of VEEV: inhibitors of VEEV TC-83 cytopathic effect, confirmation, Vero cells (AID 588727). Vero cells, VEEV TC-83 cytopathic effect inhibition; higher % means a stronger effect. hit rate 0.13% among 350,000. inhibition, % at 20 µM, or IC50 in µM where a hit was titrated; in the data active means a potency from the dose series; inconclusive means inhibition mostly from about 14% at the one dose, without a potency; inactive means the rest, 99 in 100 with inhibition below about 12%; further: strong numbers were not always called active
inhibitors of VEEV 10K pilot screen: also measured in inhibitors of VEEV; calls as there; inhibition, %; measured here: 10K pilot screen inhibition
* = called active by the depositor; i = inactive; ? = inconclusive; / = not tested or not shown.

The opening three records as a preview:
SMILES	tuberculosis growth	Salmonella PhoP GFP	M. tuberculosis HTS	influenza NS1A	inhibitors of VEEV	others
Cc1ccc(-n2nc3c(SCCN4CCOCC4)nnc(C)c3c2C)cc1	13%	1%	3%	16%	0.8%
CC1=CC(C)C(/C=N/N=C(N)N)C(C)C1 (stereo not given)	13%	13%	-3%	-6%	i
CCOC(=O)c1cnc(-c2ccccc2)nc1Oc1ccccc1	67%	11%	62%	-12%	6.0%

All compounds of this part, from the start:
SMILES	tuberculosis growth	Salmonella PhoP GFP	M. tuberculosis HTS	influenza NS1A	inhibitors of VEEV	others
Cc1ccc(-n2nc3c(SCCN4CCOCC4)nnc(C)c3c2C)cc1	13%	1%	3%	16%	0.8%
CC1=CC(C)C(/C=N/N=C(N)N)C(C)C1 (stereo not given)	13%	13%	-3%	-6%	i
CCOC(=O)c1cnc(-c2ccccc2)nc1Oc1ccccc1	67%	11%	62%	-12%	6.0%
C#CCOCCOCCOCCNc1nc(N2CCN(C(=O)Cn3cc(CCO)nn3)CC2)nc(N2CCN(C(=O)[C@H](CCCCN)n3cc(CC(C)O)nn3)CC2)n1 (stereo not given in full)	/	/	/	0%	0.6%
Cc1cccc(C(=O)N/N=C2/SCC(=O)N2Cc2ccccc2)c1	-9%	1%	-8%	7%	i
Cn1cc(CN2CCc3sccc3C2)c(-c2ccccc2F)n1	15%	3%	-3%	-7%	1.0%
N#CC(C#N)=Cc1ccc(-c2ccccc2F)o1	65%	-19%	5%	-5%	2.0%
O=c1c2ccccc2nc(CNCc2ccco2)n1-c1ccc(F)cc1	33%	8%	4%	20%	0.8%
CC(=O)OCCNc1nc(-c2ccccc2)nc2ccccc12	8%	-7%	10%	2%	0.8%
CCCn1nnnc1SCC(=O)Nc1sc(C)c(C)c1C#N	-11%	-12%	-6%	/	/
CCOC(=O)c1cn2nc(-c3ccc(OC)cc3)cc2nc1C1CCN(C(=O)OC(C)(C)C)CC1	15%	-4%	4%	-5%	4.6%
COCCN(Cc1ccc(F)cc1)C(=O)c1cc2ccccc2oc1=O	8%	-6%	-3%	-25%	0.3%
CN(C)CCn1c2c(c(SCC(=O)Nc3cccc4ccccc34)nc1=O)CCCC2	3%	3%	-12%	-2%	9.4%
CCC(C)(C(=O)NC1CCCCC1)N(C(=O)CNC(C)=O)c1c(C)n(C)n(-c2ccccc2)c1=O (stereo not given)	2%	-18%	2%	-1%	0.3%
COC(=O)C1CCN(c2nc3ccccc3nc2C(C#N)C(=O)NCCc2ccccc2)CC1 (stereo not given)	3%	-60%	-8%	2%	3.1%
CC(=O)Nc1ccc(C(=O)OCC(=O)NC(=O)NC2CCCCC2)cc1	0%	-9%	8%	-5%	0.6%
O=C1Nc2ccc(Br)cc2/C1=C/C(=O)c1ccccc1	/	/	/	18%	37%
O=C(NCc1ccccn1)c1ccc(Cn2c(=S)[nH]c3ccc(Br)cc3c2=O)cc1	-10%	-6%	54%	-11%	0.7%
COC(=O)[C@@]1(Cc2ccccc2)[C@H]2C(=O)N(C)C(=O)[C@H]2[C@H]2CN=C(SCC(=O)c3ccccc3)N21	/	/	/	10%	i
CCc1ccc(N(C(=O)c2ccco2)C(C(=O)NC2CCCC2)c2ccncc2)cc1 (stereo not given)	4%	1%	-9%	-4%	0.4%
C=CCNC(=S)N1CCN(S(=O)(=O)c2ccc(C)cc2)CC1	7%	-1%	-3%	-23%	1.3%
Fc1ccc(-c2cc(C(F)(F)F)nc(N3CCCCC3)n2)cc1	-29%	2%	-10%	-11%	i
Cc1cccc(N2C(=O)CSC2c2cccnc2)c1 (stereo not given)	14%	-1%	-5%	4%	1.0%
CCOC(=O)c1sc(N=NC2=C(O)CCCC2=O)c(C(=O)OCC)c1C	27%	-4%	-4%	12%	3.5%
CCOn1c(=O)c(-c2ccc(C)cc2)[n+]([O-])c2ccccc21	-6%	5%	-3%	-4%	i
Further results follow:
SMILES	tuberculosis growth	Salmonella PhoP GFP	M. tuberculosis HTS	influenza NS1A	inhibitors of VEEV	others
O=C(O)C1CCN(Cc2oc(CO)cc(=O)c2O)C1 (stereo not given)	/	/	/	4%	i
O=C(CSc1nnnn1Cc1ccccc1)Nc1ccc2c(c1)OCO2	43%	-7%	-4%	10%	i
CCCC(=O)NC1=C(C#N)C2(CCCC2)Cc2ccccc21	-5%	-6%	-8%	-14%	0.5%
COc1ccc(OC)c(/C=C2\SC(=S)N(C(C(=O)O)c3ccccc3)C2=O)c1 (stereo not given)	42%	7%	-3%	4%	0.1%
CCCCCn1c(N2CCC(Cc3ccccc3)CC2)nc2c1c(=O)[nH]c(=O)n2C	/	-22%	?	12%	i
O=c1c(Cc2ccc(F)cc2)c(O)ccn1C1CC1	-3%	-3%	-5%	-3%	0.0%
CC(=O)N1CC=CC1(C)C(=O)NCc1cc(F)cc(C(F)(F)F)c1 (stereo not given)	-20%	-3%	-4%	7%	0.4%	inhibitors of VEEV 10K pilot screen=0.2
CC(CS(=O)(=O)c1ccc2c(c1)NC(=O)CS2)C(=O)NCc1ccccc1Cl (stereo not given)	12%	-3%	-1%	4%	1.2%
O=C(Nc1ccc(OC(F)(F)F)cc1)c1ccc2ccccc2n1	15%	-7%	31%	-9%	1.5%
O=C(Cn1nc(-c2ccccc2)ccc1=O)NCCN1CCN(Cc2ccccc2)CC1	-2%	13%	8%	8%	0.2%
Cc1ccc(C2CC(=O)NC(SCc3ccccc3)=C2C#N)cc1 (stereo not given)	36%	-5%	4%	14%	4.0%
CC(Oc1ccc(Cl)cc1)C(=O)NCCN1C(=O)S/C(=C\c2cccnc2)C1=O (stereo not given)	16%	-1%	0%	-2%	0.5%
CCCOc1nnnn1-c1ccccc1	23%	-3%	-1%	8%	1.4%
COC(=O)c1cc(=O)n(-c2ccc(F)cc2)c(=Nc2ccc(F)cc2)s1	?	4%	<0.2µM*	12%	6.7%
NC(=O)c1cc(C(=O)c2ccc(Cl)cc2Cl)c[nH]1	-21%	37%	-6%	2%	4.5%
COC(=O)c1c(NC(=O)c2ccccc2[N+](=O)[O-])sc2c1CC(C)(C)NC2(C)C	28%	3%	-5%	0%	2.1%
CC(C)Cc1nnc(NC(=O)Cc2ccc([N+](=O)[O-])cc2)s1	-5%	-5%	2%	12%	2.0%
COCc1nnc(NC(=O)CC(c2ccccc2)c2ccccc2)s1	-3%	4%	-4%	-25%	0.4%
CCOC(=O)C1=C(c2ccccc2)Nc2ncnn2C1c1ccc(OC)c(OC)c1OC (stereo not given)	13%	12%	-6%	0%	i
COc1ccc(C(=O)Nc2nc(N3C(=O)c4ccccc4C3=O)n(-c3ccccc3)n2)cc1	-7%	7%	-11%	5%	2.0%	inhibitors of VEEV 10K pilot screen=0.5
Cc1noc(C)c1S(=O)(=O)Nc1ccc2c(c1)C(=O)N([C@H](C)CO)C[C@H](C)[C@@H](CN(C)C(=O)Nc1ccc(C(F)(F)F)cc1)O2	44%	/	5%	5%	0.7%
COc1cc(/C=N/n2cnnc2)ccc1OCCOc1ccccc1	11%	-11%	1%	-3%	0.7%
OCCCCCN=c1cc(-c2ccccc2)oc2ccc(Cl)cc12	41%	-17%	1%	5%	10%
COc1cc(N)c(Cl)cc1C(=O)OCC(=O)Nc1ccc(N2CCOCC2)cc1	-4%	/	7%	-9%	1.7%
Cc1ccc(S(=O)(=O)N2CCCOC2CNC(=O)C(=O)NC2CCCCC2)cc1 (stereo not given)	-22%	5%	3%	-5%	0.2%
Next part.
SMILES	tuberculosis growth	Salmonella PhoP GFP	M. tuberculosis HTS	influenza NS1A	inhibitors of VEEV	others
COc1ccc(/C=C/C(=O)OCC(=O)NCCNC(=O)COC(=O)/C=C/c2ccc(OC)cc2)cc1	5%	-5%	-3%	-8%	i
COc1cc(O)c(C(CCN2CCOCC2)c2ccc(N(C)C)cc2)c(OC)c1 (stereo not given)	3%	-1%	-10%	9%	0.2%
Cc1nc2c(sc3nc4c(cc32)COC(C)(C)C4)c(=O)n1CC(=O)NCc1ccco1	18%	-2%	-5%	0%	i
CCC(C)[C@H](NC(=O)NC(C)C)C(=O)O (stereo not given in full)	-4%	3%	-1%	-8%	0.7%
Cc1ccc(-n2nc(C)c3c(C)c(CCC(=O)O)c(C)nc32)cc1C	8%	1%	-1%	0%	1.5%
CCCc1cc(=O)[nH]c(SCC(=O)Nc2c(C)n(C)n(-c3ccccc3)c2=O)n1	3%	/	-7%	-17%	i
Cn1nnnc1NCc1cccc(Cl)c1	-3%	4%	3%	-2%	1.9%
CCC(CC)c1nc(C(N)=O)c2[nH]c(=O)n(-c3ccc(OC)c(OC)c3)c2n1	0%	5%	3%	8%	1.4%
Cc1ccc2nc(NC(=O)C3CCN(S(=O)(=O)c4cccs4)CC3)sc2c1	35%	-8%	-4%	-7%	i
Cc1ccc(S(=O)(=O)C2CS(=O)(=O)CC2O)cc1 (stereo not given)	-9%	0%	-1%	0%	i
CCOc1ccc(N(C(C)C(=O)NC(C)CC)S(C)(=O)=O)cc1 (stereo not given)	7%	-9%	-2%	0%	i	inhibitors of VEEV 10K pilot screen=1.0
CC[C@]12c3[nH]c4ccc(Cl)cc4c3CCN1C(=O)[C@@H](CC(=O)NCc1ccco1)C[C@@H]2C(=O)N1CCN(C(=O)c2ccco2)CC1	/	/	/	-8%	i
Cc1ccc(NC(=O)CN(C)S(=O)(=O)c2cccc3cccnc23)cc1C	9%	6%	-7%	4%	10%	inhibitors of VEEV 10K pilot screen=5.7
CCn1ncc(Cl)c1C(=O)NC(=S)Nc1ccccc1Br	?	9%	7%	15%	5.7%
Cc1cc(Br)c(NC(=O)CCl)c(Br)c1	79%	-4%	?	-3%	7.0%
O=C1NC2(CCCCCC2)Cc2ccccc21	-1%	-20%	-4%	-18%	0.4%
NC(=O)c1sc2nc3c(cc2c1N)CCCCCC3	3%	-3%	-2%	-19%	2.0%
O=C(c1ccccc1)c1cccc2ccccc12	/	/	/	-3%	0.6%

6 entries out of the list, arranged by number of heavy atoms, low to high.
SMILES	tuberculosis growth	Salmonella PhoP GFP	M. tuberculosis HTS	influenza NS1A	inhibitors of VEEV	others
N#CC(C#N)=Cc1ccc(-c2ccccc2F)o1	65%	-19%	5%	-5%	2.0%
O=C(CSc1nnnn1Cc1ccccc1)Nc1ccc2c(c1)OCO2	43%	-7%	-4%	10%	i
COc1ccc(OC)c(/C=C2\SC(=S)N(C(C(=O)O)c3ccccc3)C2=O)c1 (stereo not given)	42%	7%	-3%	4%	0.1%
O=C(NCc1ccccn1)c1ccc(Cn2c(=S)[nH]c3ccc(Br)cc3c2=O)cc1	-10%	-6%	54%	-11%	0.7%
CCc1ccc(N(C(=O)c2ccco2)C(C(=O)NC2CCCC2)c2ccncc2)cc1 (stereo not given)	4%	1%	-9%	-4%	0.4%
CCOC(=O)c1cn2nc(-c3ccc(OC)cc3)cc2nc1C1CCN(C(=O)OC(C)(C)C)CC1	15%	-4%	4%	-5%	4.6%
